# ALDH1A1 inh = inhibitors of human aldehyde dehydrogenase 1A1; P00352; 220,000 tested, 7.3% active; Potency, µM (titrated, usually from 75.3 µM), for the others: at the highest dose activity, negative = inhibition, actives largely listed as inhibitors; Purified ALDH1A1, NADH fluorescence, propionaldehyde substrate; active = well fitted inhibition curve with a large enough effect, not every such curve was filed as active; inconclusive = small, poorly fitted or top-dose-only effect, or another doubt; inactive = no such curve, though single readings can be large or run the other way;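 note: plate controls were no enzyme wells and a reference inhibitor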
# Target sequence (P00352 whole entry, looked up): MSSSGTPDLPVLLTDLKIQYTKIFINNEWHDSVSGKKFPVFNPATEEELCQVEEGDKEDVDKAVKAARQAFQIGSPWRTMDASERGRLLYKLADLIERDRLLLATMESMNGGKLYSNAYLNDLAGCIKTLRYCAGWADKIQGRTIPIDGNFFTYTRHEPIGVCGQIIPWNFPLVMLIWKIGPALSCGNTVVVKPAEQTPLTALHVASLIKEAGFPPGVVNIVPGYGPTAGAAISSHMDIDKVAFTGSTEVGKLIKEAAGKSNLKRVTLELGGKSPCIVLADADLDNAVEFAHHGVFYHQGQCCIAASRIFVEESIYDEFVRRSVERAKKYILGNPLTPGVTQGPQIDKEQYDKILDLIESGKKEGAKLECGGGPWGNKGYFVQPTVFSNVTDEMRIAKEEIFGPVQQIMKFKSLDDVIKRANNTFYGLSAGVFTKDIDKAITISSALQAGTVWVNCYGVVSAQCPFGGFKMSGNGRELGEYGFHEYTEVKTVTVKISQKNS
# TRb-SRC2 inh = TRbeta-SRC2 interaction inhibition. TRbeta-SRC2 peptide binding, fluorescence polarization; receptor liganded with 1 µM T3. Potency, µM (doses to about 106 µM), for the others: at the top dose activity change, negative = inhibition, usual class: inhibitors. 280,000 tested, 0.065% active;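 note: plate controls were bound peptide for no effect and peptide without receptor for full effect; nearly all actives have a fitted effect of over 50% in size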
# Target sequence (P10828 whole entry, looked up): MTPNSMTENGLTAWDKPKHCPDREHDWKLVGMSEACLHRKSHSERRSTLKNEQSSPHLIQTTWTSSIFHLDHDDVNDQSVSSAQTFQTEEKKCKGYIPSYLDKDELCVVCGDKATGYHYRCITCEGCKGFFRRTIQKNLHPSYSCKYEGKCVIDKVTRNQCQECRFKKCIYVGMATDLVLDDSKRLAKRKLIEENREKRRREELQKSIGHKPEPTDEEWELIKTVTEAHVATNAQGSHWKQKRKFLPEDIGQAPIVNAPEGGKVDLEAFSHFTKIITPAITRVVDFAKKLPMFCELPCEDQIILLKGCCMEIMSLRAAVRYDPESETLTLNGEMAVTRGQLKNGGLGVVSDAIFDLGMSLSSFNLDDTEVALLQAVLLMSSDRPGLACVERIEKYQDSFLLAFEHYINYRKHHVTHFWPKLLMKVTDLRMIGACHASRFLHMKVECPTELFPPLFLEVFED
#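 Human TRb LBD (0.6 uM) plus Texas Red-labeled SRC2 peptide (20 nM), 1uM T3, 5% DMSO, 5 hr at ambient temperature. Decreased polarization (555/632 nm) flags inhibition; data normalized to free and bound peptide controls.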
# TexasRed fluor = counter-screen for TRb-SRC2 inhibitors: fluorescence interference; TRb/SRC2 Texas Red total fluorescence interference; Potency, µM (series often up to 106 µM), without a hit: top-dose fluorescence change, negative = quenching; 280,000 tested, 0.29% active; AID 1479; active = well fitted curve in either direction with a large enough effect; inconclusive = small, poorly fitted or top-dose-only effect; note: % is set by controls: 0 for no effect and ±100 for the full control effect
#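 Human TRb ligand-binding domain at 0.6 uM with 20 nM Texas Red SRC2 peptide in Tris buffer containing 1 uM T3 and 5% DMSO, incubated with compound 5 h at ambient temperature. Total fluorescence (555/632 nm) calculated as parallel + 2 × perpendicular.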
# RECQ1 helicase = RECQ1 (human) helicase inhibition; RECQ1 DNA unwinding, red fluorescence kinetic read; Potency, µM (doses to about 57.3 µM), for inactives: at the top dose activity, negative = inhibition, hits mostly inhibitors; 240,000 tested, 0.54% active;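 note: plate controls were vehicle for no effect and no enzyme for full effect; nearly all actives have a fitted effect of over 30% in size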
#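 RECQ1T1 50 nM; forked duplex (20 bp + 30-nt ss tails) 200 nM, ATP 2 mM final; pH 8.0, 2 mM MgCl2, 2.5 ug/ml poly(dI-dC); 15 min compound preincubation; discontinuous kinetic read over 2 h at RT.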
# LMNA splice mod = modulators of lamin A splicing | HeLa LMNA splicing GFP/RFP minigene ratio, 48 h | Potency, µM (top dose mostly 46.1 µM), without a hit: top-dose ratio change, negative = inhibition, actives largely listed as inhibitors | 200,000 tested, 0.01% active | AID 1487; active = well fitted inhibition curve with a large enough effect in the signal ratio, with a control signal flat, not every such curve was filed as active; inconclusive = small, poorly fitted or top-dose-only effect, or effect the other way, or a change in a side signal; the % refers to the signal ratio; note: % is set by controls: 0 for no effect and ±100 for the full control effect
#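 Read-out is the ratio of GFP to DsRed2 object intensity, acquired by 488 nm laser-scanning cytometry on HeLa lamin A-EGFP minigene reporter cells. Compound incubation 48 hrs at 37 °C in Opti-MEM with 2% FBS; DMSO 0.5% final.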
# JMJD2E inh = inhibitors of human JMJD2E histone demethylase. B2RXH2. JMJD2E catalytic domain, FDH-coupled NADH fluorescence (FDH is formaldehyde dehydrogenase). Potency, µM (top dose mostly 57.1 µM), for inactives: top-dose activity change, negative = inhibition, usual class: inhibitors. 230,000 tested, 1.6% active. AID 2147; active = well fitted inhibition curve with a large enough effect, not every such curve was filed as active; inconclusive = small, poorly fitted or top-dose-only effect, or another doubt; inactive = no such curve, though single readings can be large or run the other way;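 note: 0% = wells with enzyme and -100% = buffer wells without enzyme; nearly all actives have a fitted effect of over 50% in size; many of its hits are not listed in these tables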
# SMN2 splice up = SMN2 splice variant enhancement | HEK293 SMN2-luciferase splicing reporter, luminescence, 30-36 h | Potency, µM (top dose mostly 46.1 µM), without a hit: top-dose activity change, positive = activation, most hits filed as activators | 210,000 tested, 2.8% active | AID 1458; note: % of control where 0% means no effect; nearly all actives have a fitted effect of over 55% in size
#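 qHTS luciferase splicing reporter: luminescence rises when SMN2 exon 7 is included in transfected HEK293 cells. Compound exposure lasted 30-36 h at 37C, with 4.5 mM final sodium butyrate as control, followed by a ONE-Glo read.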
# RGS12 GoLoco inh = inhibitors of human Gai1-RGS12 GoLoco interaction (red fluorophore) | P63096 | Gai1:RGS12 GoLoco peptide FP, rhodamine, 10 min | Potency, µM (top dose mostly 61.6 µM), for inactives: top-dose activity, negative = inhibition, usual class: inhibitors | 230,000 tested, 0.44% active | AID 880; active = well fitted inhibition curve with a large enough effect, not every such curve was filed as active; inactive = no such curve, though single readings can be large or run the other way; note: % is set by controls: 0 for no effect and ±100 for the full control effect; nearly all actives have a fitted effect of over 30% in size; many of its hits are not listed in these tables
# Starred values were filed as active, the others as inactive; i = inactive; ? = inconclusive; nt = no result given; & = joins results of further samples; [ ] = remark or other dose. Unless noted, calls come from the whole dose curve; as a rule, active = well fitted curve in the direction sought with a large enough effect; inconclusive = small, poorly fitted or top-dose-only effect, or another doubt; inactive = no such curve, though single readings can be large; an effect the other way counts as inactive or inconclusive. Potency is the fitted concentration of half-maximal effect. Some of the compounds tested; count on the stated rates, not on these rows.
SMILES,ALDH1A1 inh,TRb-SRC2 inh,TexasRed fluor,RECQ1 helicase,LMNA splice mod,JMJD2E inh,SMN2 splice up,RGS12 GoLoco inh
COC(=O)[C@@]1(Cc2ccc(OC)cc2)[C@H]2c3cc(C(=O)N4CCCC4)n(C[C@H](O)CO)c3C[C@H]2CN1C(=O)c1ccccc1,16%,4%,-2%,-3%,nt,-7%,4%,8%
Cc1nn(-c2ccc(C(=O)O)cc2)c(C)c1Cl,2%,1%,-3%,-4%,?,-1%,nt,10%
O=C(CCC1CCCC1)Nc1nnc(-c2ccc3c(c2)OCO3)s1,?,-2%,-2%,-6%,7%,-8%,-16%,4%
COc1cccc(NC(=O)N(Cc2ccco2)C(C)c2cccs2)c1 (stereo not given),-4%,0%,2%,-13%,8%,2%,5%,8%
O=C(CCn1[nH]c(=O)c2ccccc2c1=O)OC1CCCCC1,?,-19%,-1%,16%,?,?,-2%,0%
CCNc1nc(N)nc(Oc2ccc(C(=O)OC)cc2)n1,8%,-1%,1%,-2%,8%,7%,25µM*,3%
Cc1cc(C)n(CC(C)NCc2cn[nH]c2-c2ccc(C)c(C)c2)n1 (stereo not given),5%,7%,0%,i,-2%[46 µM],-6%,8%,15%
CS(=O)(=O)N(CC(=O)NCc1ccco1)Cc1ccc(Cl)cc1,?,8%,2%,-6%,2%,-2%,?,-7%
Cc1cc(=O)[nH]c(SCC(=O)c2ccccc2)c1C#N,18µM*,10%,3%,6%,5%,-28%,-6%,7%
O=c1c2ccccc2ncn1Cc1nc2ccccc2s1,4%,3%,-7%,13%,0%,3%,-19%,6%
CCOC(=O)CC1C(=O)NCCN1c1nc2ccc(C)cn2c(=O)c1/C=C1\SC(=S)N(C(C)CC)C1=O (stereo not given),1.4µM*,0%,0%,-5%,nt,3%,nt,152%[activator]
Cc1cc(C)c2cc(C(c3nnnn3C3CCCC3)N3CCOCC3)c(=O)[nH]c2c1 (stereo not given),14µM*,-5%,-10%,-14%,13%,?,-6%,-9%
COc1cc(C(=S)N(C)C)ccc1O,10µM*,8%,2%,i,?,-3%,-6%,2%
O=C(CSc1nc2[nH]ncc2c(=O)n1-c1ccc(Cl)c(Cl)c1)NCc1ccccc1Cl,-1%,10%,-1%,-3%,10%[9.22 µM],4%,-45%,6%
COCCn1cc(C(=O)N2CCCC(C)C2)c2c3ccccc3n(C)c2c1=O (stereo not given),?,-2%,4%,7%,10%,?,-11%,-5%
COc1cc(NC(=S)NN2CCN(C)CC2)cc(OC)c1,8%,-11%,-5%,i,-2%,5%,14%,1%
COc1ccc2[nH]cc(CCNc3nc(-c4ccoc4)nc4ccccc34)c2c1,-6%,7%,-2%,-9%,?,-6%,1%,5%
O=C(NCCO)c1c(O)c2cccc3c2n(c1=O)CC3,?,-10%,0%,0%,-13%,?,10%,-14%
COC(=O)c1ccc(C23CC4(C2)[C@H](CN(CC2CCCCC2)[C@@H]4c2ccccc2)C3c2ccc(Cl)nc2)cc1 (stereo not given in full),0%,1%&-2%,-2%&-1%,-4%,nt,-2%&-2%,-6%,13%&30%
CC(C)(O)C#CC#CCN1CCOCC1,19%,5%,-3%,?,3%,4%,18%,8%

# Structural class: those above containing a halogen (4)
SMILES,ALDH1A1 inh,TRb-SRC2 inh,TexasRed fluor,RECQ1 helicase,LMNA splice mod,JMJD2E inh,SMN2 splice up,RGS12 GoLoco inh
Cc1nn(-c2ccc(C(=O)O)cc2)c(C)c1Cl,2%,1%,-3%,-4%,?,-1%,nt,10%
CS(=O)(=O)N(CC(=O)NCc1ccco1)Cc1ccc(Cl)cc1,?,8%,2%,-6%,2%,-2%,?,-7%
O=C(CSc1nc2[nH]ncc2c(=O)n1-c1ccc(Cl)c(Cl)c1)NCc1ccccc1Cl,-1%,10%,-1%,-3%,10%[9.22 µM],4%,-45%,6%
COC(=O)c1ccc(C23CC4(C2)[C@H](CN(CC2CCCCC2)[C@@H]4c2ccccc2)C3c2ccc(Cl)nc2)cc1 (stereo not given in full),0%,1%&-2%,-2%&-1%,-4%,nt,-2%&-2%,-6%,13%&30%

# (next part)
SMILES,ALDH1A1 inh,TRb-SRC2 inh,TexasRed fluor,RECQ1 helicase,LMNA splice mod,JMJD2E inh,SMN2 splice up,RGS12 GoLoco inh
CCCCCCCOc1ccc(OC(=O)c2ccncc2)cc1,-1%,0%,0%,-1%,-17%,-10%,17%,0%
O=C(c1ccc2c(c1)OCO2)N1CCc2ccccc2C1,?,6%,1%,3%,22%,-6%,?,1%
COCCCn1c(SCC(=O)N2CCCC(C)C2)nnc1-c1ccco1 (stereo not given),?,-1%,-3%,-6%,12%,-3%,9%,3%
O=C(Cn1nc(Cc2cccnc2)c2ccccc2c1=O)NCCCN1CCCC1=O,2%,-1%,-3%,-8%,3%,4%,14%,7%
COc1cc(OC)cc(C(=O)Nn2cc(C(=O)Nc3ccccc3F)c3ccccc3c2=O)c1,?,4%,-3%,-13%,?,-11%,-27%,0%
CCN(CC)C(=O)Cn1cc(S(=O)(=O)CC(=O)NCc2ccc3c(c2)OCO3)c2ccccc21,-4%,1%,-1%,-4%,?,5%,-42%[inhibitor],-5%
Cc1nc(N2CCN(Cc3ccccc3)CC2)nc2c1CCC2,2%,-2%,-1%,i,nt,0%,3%,11%
Cc1nc(Nc2ccc(Cl)cc2)c2nnn(Cc3ccccc3)c2n1,?,6%[53 µM],0%[53 µM],4%,?,?,nt,8%
CCOc1ccc(-c2n[nH]c(C(=O)NN)c2C)cc1,?,-6%,-1%,-1%,-4%,-5%,2%,5%
O=C1CSC(c2cccc([N+](=O)[O-])c2)N1C1CC2CCC1C2 (stereo not given),nt,-7%,-4%,i,nt,-3%,nt,7%
COc1ccc(S(=O)(=O)NCCOc2cccc3cccnc23)cc1OC,27%,2%,1%,i,4%[46 µM],4%,9%,-1%
O=C(O)c1ccc(Cn2cc(Cl)cn2)cc1,1%,-8%,-2%,i,3%,-5%,nt,7%
O=C(c1cc([N+](=O)[O-])ccc1N1CCCCC1)N1CCCC1,28µM*,0%,4%,-1%,7%,1%,-54%,1%
CCNc1nn2ccccc2c1/C=C(\C#N)C(=O)OCC,?,3%,0%,-11%,nt,15%,nt,4%
COc1ccc(NC(=O)COc2ncnc3ccccc23)cc1S(=O)(=O)N1CCOCC1,-7%,2%,0%,i,?,2%,5%,-2%
C=CCOc1ccc(CN(C)Cc2nc3cc(C(F)(F)F)ccc3c(=O)[nH]2)cc1,-14%,-8%,-2%,i,?,-20%,-30%[inhibitor],14%
CCOc1ccc(-n2nnc3c(=O)n(CC(=O)Nc4cc(C)on4)cnc32)cc1,nt,3%,-1%,-7%,nt,1%,nt,-4%
O=C(c1cc(C2CC2)on1)N1CCN(c2ccccc2)CC1,28µM*,-5%,0%,0%,11%,6%,-27%,-9%
CCOC(=O)c1nn(-c2ccc3c(c2)CCN3C(C)=O)cc1O,?,5%,-2%,i,1%,?,10µM*,13%
Cn1cc(CN(CCO)Cc2cccs2)c(-c2ccccc2F)n1,-5%,-4%,-1%,i,?,-4%,-7%,9%
CCS(=O)(=O)n1nc(-c2ccc(C)cc2)nc1N,7%,2%,0%,4%,0%,6%,27%,-9%
COC(=O)c1[nH]c2ccccc2c1NC(=O)C(C)N1CCOCC1 (stereo not given),nt,-2%,-3%,-6%,nt,?,nt,9%
CC(=O)Nc1cccc(NC(=O)CSc2nnnn2Cc2ccccc2)c1,13µM*,-4%,-1%,-4%,?,6%,nt,-4%
CC1CCC2=C1C[C@H](C(C)(C)O)CC[C@@H]2C (stereo not given in full),-5%,9%,-2%,-4%,nt,15%,-8%,6%
Cc1ccccc1N=Cc1cc2c(cc1O)OC(N)=C(C#N)C2c1ccccc1 (stereo not given),?,-1%,2%,-3%,?,?,-85%[inhibitor],64%[activator]
CCc1ccccc1N(C)C(=O)CCc1nc(-c2ccc(C)cc2)no1,-13%,-8%,-6%,-12%,?,-7%,-19%,-14%
COc1ccc(OCC(=O)N/N=C2\CCCc3ccccc32)cc1,5%,0%,1%,-3%,-3%,-2%,nt,nt
O=S1(=O)[C@H]2CC3O[C@]2(C[C@@H]3c2ccc(F)cc2)CN1Cc1ccc(Cl)cc1,nt,5%,0%,i,nt,-1%,nt,-7%
O=C(CCc1ccc(S(=O)(=O)N2CCOCC2)cc1)NCCCN1CCCC1=O,10%,0%,3%,0%,-3%,-6%,-6%,3%
CCOc1ccc(NC(=O)C2CCC(N3C(=O)C4CC=CCC4C3=O)CC2)cc1 (stereo not given),4µM*,2%,-1%,3%,?,7%,-41%[inhibitor],8%
CCCc1nc2ccccc2c(=O)n1/N=C/c1ccc(O)c(O)c1,0%,-5%,1%,-13%,?,13µM*,22%,-6%
C#CCSc1nc(-c2ccccc2)cc(C(F)(F)F)c1C#N,18%,2%,-1%,4%,-5%,?,-22%,22%
CC(C)c1nnc(NC(=O)c2ccc3c(c2)OCO3)s1,1%,-6%,-1%,i,9%[46 µM],-5%,1µM*,8%
O=C(O)CCC(=O)NC(c1ccccc1)c1ccccc1,1%,1%,-2%,i,nt,1%,0%,6%
NS(=O)(=O)c1ccc(N2C(=O)C3CC=CCC3C2=O)cc1 (stereo not given),?,3%,-8%,i,-10%[46 µM],15%,3%,4%
CN(C)CCNC(=S)Nc1ccc(-c2nc3ccccc3[nH]2)cc1,-15%,-3%,-3%,-10%,-3%[9.22 µM],?,11µM*,3%
CCCNC(=O)COC(=O)/C=C/c1ccc2c(c1)OCO2,?,-4%,-4%,i,?,2%,-4%,-14%
CCN(CC)S(=O)(=O)c1cccc(NC(=O)COC(=O)CNC(=O)c2cccc(F)c2)c1,nt,3%,0%,-2%,nt,4%,nt,-7%
Cn1c(-c2ccc3c(c2)OCO3)cnc1NCc1cccc(O)c1,13µM*,-7%,-2%,-1%,6%[46 µM],?,nt,4%
O=C(NCc1ccco1)c1c[nH]c2ccc(S(=O)(=O)N3CCOCC3)cc2c1=O,?,1%,0%,-1%,-14%,?,-6%,8%
